Screening results from PubChem BioAssay.
G9a block: inhibitors of human histone lysine methyltransferase G9a. Q96KQ7. G9a H3K9 monomethylation, AlphaScreen, 2 h. Potency, µM (doses to about 102 µM), for inactives: at the top dose activity, negative = inhibition, actives largely listed as inhibitors. 8.8% of 350,000 active. AID 504332; further: on the % scale 0 is the no-effect control and ±100 the full control effect; nearly all actives have a fitted effect of over 75% in size
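Using a bead-based AlphaScreen, monomethylated H3K9 product from 2 h room-temperature reactions (G9a 20 nM, peptide 500 nM, SAM 20 uM) was detected with 0.5 ug/mL rabbit anti-H3K9me1 antibody.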
POLB inh: blocks human DNA polymerase beta activity; Pol beta primer extension/strand displacement, fluorescence kinetic; Potency, µM (series often up to 114 µM), inactives show at the top dose activity change, negative = inhibition, usual class: inhibitors; 1.3% of 340,000 active; AID 485314; further: on the % scale 0 is the no-effect control and ±100 the full control effect
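Reaction started by 50 nM substrate onto compound-treated Pol beta (10 nM, 15 min preincubation, room temperature); plates read at 0 min and 10 min. Normalized concentration-effect data fitted by four-parameter Hill equation.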
BAZ2B block: inhibitors of human BAZ2B bromodomain | Q9UIF8 | 4.4% of 360,000 active | Potency, µM (highest dose often 114 µM), inactives show at the highest dose activity change, negative = inhibition, hits mostly inhibitors | AlphaScreen BAZ2B-H3K14Ac peptide displacement | AID 504333; further: on the % scale 0 is the no-effect control and ±100 the full control effect; nearly all actives have a fitted effect of over 60% in size
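BAZ2B (50 nM) with biotin-H3(5-23)K14Ac peptide (50 nM) in PBS pH 7.4, 0.01% Tween-20, preformed 30 min, then compound 30 min at room temperature; top concentration 110uM. AlphaScreen streptavidin donor/nickel chelate acceptor beads (10 ug/mL final), 20 min dark, signal read.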
POLI inh: blocks human DNA polymerase iota activity; Potency, µM (titrated, usually from 115 µM), without a hit: at the top dose activity, negative = inhibition, usual class: inhibitors; 1% of 390,000 active; Q9UNA4; Pol iota fluorescent replication assay, 10 min
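Fluorescent replication assay read twice, at 0 min and 10 min after adding 50 nM (final) substrate. Enzyme (10 nM) and compounds were first incubated 15 min at room temperature; enzyme-free buffer wells were negative controls.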
BLM inh: inhibitors of human Bloom syndrome helicase BLM; recombinant BLM DNA unwinding, fluorescence dequenching; Potency, µM (top dose mostly 56.1 µM), for the others: at the highest dose activity change, negative = inhibition, most hits filed as inhibitors; 0.2% of 350,000 active;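 further: plate controls were vehicle for no effect and no enzyme for full effect; nearly all actives have a fitted effect of over 35% in size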
Pol kappa inh: blocks human DNA polymerase kappa activity; Q9UBT6; purified Pol kappa, fluorescent DNA synthesis assay, 10 min; Potency, µM (series often up to 107 µM), for the others: at the top dose activity, negative = inhibition, actives largely listed as inhibitors; 0.53% of 400,000 active; AID 588579; further: on the % scale 0 is the no-effect control and ±100 the full control effect
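Kinetic fluorescence screen: compound preincubated 15 min RT with 10 nM enzyme; 50 nM substrate (final) initiates; reads at 0/10 min.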
POLH inh: blocks human DNA polymerase eta activity | Q9Y253 | recombinant Pol eta, fluorescent DNA replication assay | Potency, µM (top dose mostly 114 µM), inactives show at the top dose activity change, negative = inhibition, usual class: inhibitors | 1.2% of 390,000 active; further: on the % scale 0 is the no-effect control and ±100 the full control effect
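Fluorescent replication assay: 50 nM final substrate added after a 15 min room-temperature compound preincubation with 10 nM enzyme. Signal taken at 0 min and again at 10 min.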
JMJD2A Tudor: JMJD2A Tudor domain (human) inhibition. O75164. AlphaScreen JMJD2A-Tudor / H3K4me3 peptide binding. Potency, µM (highest dose often 114 µM), for the others: at the highest dose activity change, negative = inhibition, hits mostly inhibitors. 4.4% of 390,000 active. AID 504339; further: on the % scale 0 is the no-effect control and ±100 the full control effect; nearly all actives have a fitted effect of over 50% in size
APEX1 inh: inhibitors of human APE1 endonuclease | recombinant APE1, TAMRA/BHQ-2 abasic DNA cleavage fluorescence | Potency, µM (highest dose often 65.8 µM), without a hit: at the highest dose activity change, negative = inhibition, actives largely listed as inhibitors | P27695 | 0.35% of 350,000 active;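 further: plate controls were vehicle for no effect and reference inhibitor for full effect; nearly all actives have a fitted effect of over 55% in size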
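Quantitative HTS: incision of a TAMRA/BHQ-2 double-stranded substrate bearing a tetrahydrofuran abasic site by 0.75 nM APE1 raises fluorescence. Substrate 50 nM final, added after 15 min compound preincubation at room temperature; progress as third-minus-first kinetic read difference.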
The depositor's hits bear a star; ? = inconclusive; · = no result given; [ ] = another dose, or the depositor's remark. The call rests on the fitted dose curve; in most records, active means well fitted curve in the direction sought with a large enough effect; inconclusive means small, poorly fitted or top-dose-only effect, or another doubt; inactive means no such curve, though single readings can be large; an effect the other way counts as inactive or inconclusive. Potency means the concentration at half of the fitted maximal effect.

SMILES	APEX1 inh	POLB inh	G9a block	BAZ2B block	POLI inh	Pol kappa inh	POLH inh	BLM inh	JMJD2A Tudor
CSc1ncc(C(=O)Nc2ccccc2Cl)c(C)n1	68.4%[activator]	2.8%	9.6%	0.0%	122.0%[activator]	3.9%	-10.7%	-5.3%	-9.8%
CC1Sc2ccc(S(=O)(=O)N3CCC(C(=O)N(C)Cc4ccccc4)CC3)cc2NC1=O (configuration not stated)	2.8%	-20.8%	3.0%[0.0925 µM]	-10.1%	15.9%	-11.9%	-11.4%	-2.0%	-30.5%
Cc1nc2ccc(C(=O)N3c4ccccc4CC3C)cc2s1 (configuration not stated)	-2.8%	5.2%	21.5%[12.7 µM]	-15.5%	4.2%	-11.2%	-3.2%	-9.9%	-15.4%
CC(C)C(=O)NC(Nc1ccc(S(N)(=O)=O)cc1)C(Cl)(Cl)Cl (configuration not stated)	-3.0%	-0.7%	-2.2%[59 µM]	-21.4%	164.1%[activator]	-1.3%	-9.8%	-2.2%	-6.6%
CC(=O)c1c(C)[nH]c(C(=O)Nc2cccc(S(=O)(=O)N(C)c3ccccc3)c2)c1C	19.9%	?	?	?	?	-17.1%	-8.8%	-7.1%	?
COc1ccc(NC(=O)N2CCC3(CC2)CCN(C(=O)c2cccc(F)c2)CC3)cc1	-3.5%	·	-2.2%[12.7 µM]	·	·	8.8%[60.1 µM]	·	2.6%	·
COc1ccccc1CCNC(=O)C(=O)NCC1OCCN1S(=O)(=O)c1ccc(C)cc1 (configuration not stated)	21.1%	11.3%	4.0%	-11.0%	10.4%	0.0%	-23.3%	0.2%	-16.2%
COc1ccc(S(=O)(=O)N2Cc3ccccc3CC2C(=O)Nc2cc(Cl)ccc2Cl)cc1 (configuration not stated)	·	21.4%	-15.0%[59 µM]	-6.6%	-7.7%	2.2%	-2.3%	-7.3%	-3.7%
Cc1ccc(C)c(NC(=O)CN2C(=O)c3ccccc3C2=O)c1	·	·	·	·	40.8%[activator]	-14.0%	4.7%	·	-15.7%
CCc1nnc(NC(=O)Cn2c(=O)oc3ccccc32)s1	1.5%	0.5%	14.0%	-0.5%	2.7%	-0.5%	5.1%	-0.7%	-14.0%
Nc1ccc(-n2nnnc2CN2CCOCC2)cc1	-0.9%	5.2%	26.2%[59 µM]	5.5%	11.0%	-10.2%	-10.6%	3.6%	-10.6%
O=c1ccc2ccc(OCc3ccccc3)cc2o1	1.8%	2.0%	-6.8%[2.33 µM]	-8.5%	26.2%	8.4%	-13.7%	-3.8%	-3.5%
S=C(NCc1ccc(Cl)cc1)NC12CC3CC(CC(C3)C1)C2	-9.7%	4.5%	-1.8%[2.33 µM]	-31.7%	80.3%[activator]	-9.1%	?	-10.3%	-27.1%
Cc1ccc(C)c(NC(=O)COC(=O)CC2c3ccccc3CCN2S(=O)(=O)c2ccc(F)cc2)c1 (configuration not stated)	-0.3%	0.0%	18.1%[59 µM]	2.1%	5.1%	-9.5%	-16.2%	-8.2%	-3.5%
O=C(NCn1cnccc1=O)c1ccccc1	0.1%	37.0%	23.9%[12.7 µM]	3.3%	21.1%	-8.3%	-12.0%	-0.6%	-12.4%
COc1cccc(CCNC(=O)CCCC(=O)c2ccccc2)c1	1.8%	-0.4%	0.2%[12.7 µM]	3.0%	?	11.2%	-7.9%	-3.8%	4.0%
COc1ccc(C(=O)N2CCC(C(=O)Nc3ccc(Cl)cc3)CC2)cc1	·	0.4%	-32.9%[59 µM]	2.0%	13.6%	-10.7%	-9.4%	-5.1%	-5.9%
Cc1ccc(-c2nnnn2CS(=O)(=O)c2ccccc2)cc1	10.9%	9.7%	-31.4%	-5.3%	-5.5%	-10.3%	-5.6%	-4.9%	-14.0%
COc1ccc(-c2nc(CS(=O)CC(=O)NC3CCC(C)CC3)c(C)o2)cc1OC (configuration not stated)	46.0%	-17.6%	17.8%	-17.3%	8.9%	-2.3%	-13.2%	2.2%	?
O=C(Nc1ccc(Cl)cn1)c1cccc(F)c1	-6.5%	19.5%	4.8%	5.7%	15.3%	-7.2%	-9.0%	-1.4%	-7.8%
O=C(CCCN1C(=O)S/C(=C\C=C\c2ccccc2)C1=O)Nc1ccc(O)cc1	35.4%	-1.7%	49.6%[activator]	-12.0%	22.7%	-15.4%	-16.2%	-4.7%	-28.8%
CC(C)NC(=O)N1CCC2(CC1)CCN(C(=O)c1cnccn1)CC2	5.4%	·	-1.3%[12.7 µM]	·	·	2.1%[60.1 µM]	·	-1.3%	·
CC(C)(C)NC(=O)CSc1nnc(-c2ccncc2)n1Cc1ccccc1	1.9%	-18.4%	-24.6%[12.7 µM]	-18.5%	-2.0%	-11.9%	-9.5%	-0.4%	0.0%
C=CCn1c(NCc2ccc(OC)cc2)nc2ccccc21	7.0%	-1.1%	18.0%	5.1%	39.5%[activator]	2.3%	-25.4%	-0.7%	-4.9%
Fc1ccc(Nc2c(-c3c[nH]c4ccccc34)nc3ccccn23)cc1	·	0.9%	?	?	5.1%	-19.2%	-7.6%	-5.1%	35.5µM*
CCCCn1c(N)c(S(=O)(=O)c2ccc(C)cc2)c2nc3ccccc3nc21	-1.3%	-1.3%	?	13.9%	11.1%	-10.9%	-10.1%	-11.0%	2.1%
O=C(CCc1nc2ccccc2c(=O)[nH]1)N1CCCc2ccccc21	-12.9%	·	1.5%[0.501 µM]	-9.9%	28.8%	-14.0%	50.1µM*	·	-19.0%
N#C/C(=C\c1ccc[nH]1)C(=O)NCC1CCCO1 (configuration not stated)	-1.5%	19.3%	·	-1.6%	155.2%[activator]	-11.1%	2.6%	-2.9%	-5.8%
CC(=O)N(C)c1cc([N+](=O)[O-])ccc1OCc1ccccc1	·	·	·	·	16.0%	-8.0%	-1.8%	·	-8.3%
Cn1c(=O)c(=O)n(C)c2cc(S(=O)(=O)N3CCN(C4CCCCC4)CC3)ccc21	2.8%	55.1%	-6.3%	36.9%[activator]	-2.6%	3.9%	-14.7%	-7.4%	-22.0%

Three of the entries above in order of the APEX1 inh value, high to low:
Compound,APEX1 inh,G9a block,BAZ2B block,POLI inh,Pol kappa inh,POLH inh,BLM inh,JMJD2A Tudor
Cn1c(=O)c(=O)n(C)c2cc(S(=O)(=O)N3CCN(C4CCCCC4)CC3)ccc21,2.8%,-6.3%,36.9%[activator],-2.6%,3.9%,-14.7%,-7.4%,-22.0%
O=C(Nc1ccc(Cl)cn1)c1cccc(F)c1,-6.5%,4.8%,5.7%,15.3%,-7.2%,-9.0%,-1.4%,-7.8%
O=C(CCc1nc2ccccc2c(=O)[nH]1)N1CCCc2ccccc21,-12.9%,1.5%[0.501 µM],-9.9%,28.8%,-14.0%,50.1µM*,·,-19.0%

Going on with the list:
SMILES	APEX1 inh	POLB inh	G9a block	BAZ2B block	POLI inh	Pol kappa inh	POLH inh	BLM inh	JMJD2A Tudor
O=C(COC(=O)c1ccc(Br)o1)NCC(=O)Nc1ccc(F)cc1	-14.9%	·	15.1%[12.7 µM]	8.0%	37.6%	0.8%	-19.9%	·	-3.7%
CCc1ccc2nc(N3CCN(C(=O)c4ccco4)CC3)sc2c1	·	2.4%	?	-26.1%	26.9%	-6.9%[60.1 µM]	-13.0%	-0.7%	-16.2%
Cc1ccc(N2C(=O)[C@@H]3CSC(c4ccc(Cl)cc4)N3C2=O)cc1 (some centres not stated)	·	?	1.5%[59 µM]	3.9%	15.5%	-6.6%	-10.0%	-7.6%	4.0%
O=S(=O)(c1ccccc1)N(Cc1ccc(Cl)cc1)c1ccncc1	14.3%	-29.0%	11.2%	-18.2%	141.7%[activator]	-9.6%	-11.5%	-21.5%	-6.6%
CCOC(=O)Cn1nnc2c(sc3nc4c(c(-c5ccccc5)c32)CCC4)c1=O	13.3%	13.3%	-34.2%[59 µM]	-7.2%	0.2%	1.4%	-2.2%	-12.0%	-21.3%
CC(C)(C)C(=O)Nc1nnc(SCc2ccc(F)cc2)s1	2.3%	26.8%	8.2%	5.8%	15.4%	-3.4%	-8.8%	-6.9%	6.3%
C=CCSc1ccc(S(=O)(=O)N2CCN(C)CC2)cn1	-15.7%	·	-18.7%[59 µM]	-5.9%	-6.8%	1.1%	-12.7%	·	-7.1%
Cc1ccc(Cl)cc1NC(=O)CCS(=O)(=O)c1cccc2nonc12	5.2%	24.8%	?	-6.1%	-5.6%	-14.5%	-11.4%	2.1%	-12.0%
Cc1ccc(Cn2c(=O)n(CC3CCC(C(=O)N4CCOCC4)CC3)c(=O)c3sccc32)cc1 (configuration not stated)	·	18.5%	-3.3%[59 µM]	-11.7%	6.6%	16.2%	-9.4%	0.8%	-16.7%
CCOC(=O)c1c[nH]c2c(C(F)(F)F)cccc2c1=O	4.5%	6.4%	11.3%	-4.5%	67.9%[activator]	-6.7%	-19.7%	-1.2%	-8.2%
O=C(CN(C(=O)c1ccccc1)C(=O)c1ccccc1)OCc1ccccc1	·	·	·	·	16.4%	-13.6%	-23.6%	·	19.4%
CC1=CCC2COC(c3ccc[n+](Cc4ccccc4)c3)C1C2 (configuration not stated)	-2.0%	-6.2%	?	3.9%	46.0%[activator]	-6.3%	5.3%	-9.9%	-12.9%
Cc1cccc(-n2c(=O)[nH]c3c(C(N)=O)nc(-c4ccccc4Cl)nc32)c1	?	4.4%	-19.7%	0.0%	7.9%	-1.8%	4.1%	-3.1%	?
CCOc1ccc(CNc2cccc(SC)c2)cc1	-2.4%	-0.2%	28.2µM*	39.8µM*	22.4%	-2.2%	-14.8%	-8.4%	3.16µM*
COc1ccc(Nc2cc(C(=O)NCCCN3CCN(c4ccccc4F)CC3)c3ccccc3n2)c(OC)c1	·	17.3%	12.6µM*	·	-0.7%	-8.7%	-25.8%	-12.2%	10µM*
CCN(CC)C(=O)/C=C/c1ccc(OC)c(S(=O)(=O)N2CCCCC2)c1	?	7.2%	-48.6%	?	39.7%[activator]	-9.7%	-17.5%	-1.0%	1.7%
COc1cccc(-n2ccnc2SCC(=O)Nc2cc(C)on2)c1	-3.4%	11.8%	-28.4%	-29.1%	74.8%[activator]	-7.8%	-7.8%	-1.9%	-27.1%
CC(C)(C)OC(=O)NN=C(c1ccc(O)cc1)c1ccc(O)cc1	4.0%	90.2%	41.1%	-16.0%	23.7%	-4.9%	-26.2%	-4.2%	3.0%
CCc1ccc(N2C(=O)CC(Cn3nc(C)cc3C)C2=O)cc1 (configuration not stated)	-0.6%	29.9%	6.3%	2.0%	99.8%[activator]	8.8%	-1.8%	-1.3%	-0.3%

Some of the compounds tested, so the mix of outcomes need not match the whole.
